High-throughput results deposited in PubChem by National Center for Advancing Translational Sciences (NCATS).
FBPA coupling cs: counter-screen for Giardia aldolase inhibitors: coupling enzyme system | coupling enzyme system counterscreen, AmpLite Red fluorescence | activity change, negative = inhibition, % at 58.2 µM, hits read low | hit rate 0.67% among 290,000 | AID 2472; in the data active = activity change below about -30%; also: % is scaled to controls: 0 for no effect and ±100 for the full control effect
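Fluorescence at 525 nm excitation and 598 nm emission measured inhibition of the coupled detection system without aldolase. Compounds (at 57.5 uM final) were preincubated 10 min at room temperature with coupling enzyme reagent before a 20 min substrate/AmpLite Red step.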
TSHR antag: antagonists of human thyroid stimulating hormone receptor | P16473 | TSHR-expressing cells, TSH-stimulated cAMP HTRF, 2 h; hits give low values | activity change, negative = inhibition, % at 11.5 µM | hit rate 0.2% among 330,000 | AID 504810;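 active = activity change below a set negative limit, meaning inhibition stronger than a set level, cut at about -70% in these data; inconclusive = activity change between two set negative limits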; also: % is scaled to controls: 0 for no effect and ±100 for the full control effect
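Inhibition of cAMP made by TSHR-expressing cells under TSH stimulation (4nM final, EC80; 2 h, 37 deg C) is quantified with a one-step lysis HTRF kit, anti-cAMP cryptate versus cAMP-d2.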
GALK inh: blocks human galactokinase activity | P51570 | Purified GALK, Kinase-Glo residual ATP luminescence | Potency, µM (highest dose often 57.5 µM), for inactives: at the highest dose activity change, negative = inhibition, hits mostly inhibitors | hit rate 0.007% among 270,000 | AID 1868; also: potency is read from the fitted curve at half-maximal effect; % is scaled to controls: 0 for no effect and ±100 for the full control effect
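Human GALK (5 nM) with 35 uM ATP and 100 uM galactose in 20 mM HEPES pH 8.0, 5 mM MgCl2, 60 mM NaCl, 1 mM DTT, 0.01% BSA. After 1 h at room temperature, leftover ATP was read by Kinase-Glo Plus luminescence.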
MLL CXXC-DNA inh: MLL CXXC-DNA interaction inhibition. MLL-CXXC / FITC-HOXA9 DNA fluorescence polarization. Potency, µM (highest dose often 115 µM), for the others: top-dose activity change, negative = inhibition, hits mostly inhibitors. hit rate 0.037% among 290,000. AID 2662; active = well fitted inhibition curve with a large enough effect in the polarisation, with a control signal flat, not every such curve was filed as active; inconclusive = small, poorly fitted or top-dose-only effect, or effect the other way, or a change in a side signal; inactive = no such curve, though single readings can be large or run the other way; the % refers to the polarisation; also: potency is read from the fitted curve at half-maximal effect
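Steps: dispense CXXC domain solution (7 uM) → pin compounds or unlabeled HOX-A9 DNA control → 5 min ambient → add FLSN-HOX-A9 solution (50 nM) → spin → 30 min ambient → fluorescence polarization. Tris pH 7.5/NaCl/DTT/BSA buffer.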
KCNH2 WT inh: inhibitors of human wildtype KCNH2 potassium channel; U2OS, BacMam KCNH2, thallium flux FluxOr; hits give low values; hit rate 0.37% among 340,000; activity change, % at 1.84 µM;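 active = maximum activity change below -70%; inconclusive = maximum activity change between -70% and -50%; inactive = maximum activity change above -50%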; also: % is scaled to controls: 0 for no effect and ±100 for the full control effect
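U2OS cells transduced with wild-type KCNH2 virus are loaded with FluxOr dye for 45 min, and thallium flux is measured in kinetic reads before and after stimulation buffer. Rate constants are normalized to DMSO controls.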
Tb PFK inh: inhibitors of T. brucei phosphofructokinase; T. brucei PFK, ADP-Glo luminescence; Potency, µM (titrated, usually from 57.5 µM), for the others: at the highest dose activity, negative = inhibition, most hits filed as inhibitors; hit rate 0.17% among 330,000; AID 485367;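 also: potency is read from the fitted curve at half-maximal effect; 0% = uninhibited 1x PFK enzyme wells and -100% = no-enzyme wells; nearly all actives have a fitted effect of over 60% in size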
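In TEA buffer at pH 8.0 with 5 mM MgCl2, enzyme (1.25 nM) converted F6P (0.5 mM) and ATP (0.1 mM) for 45 min at room temperature. ADP product was read by luciferase luminescence.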
BCR signal inh: chronic active BCR signaling inhibition. ABC-DLBCL IkBa-CBG/CBR reporter, luminescence ratio, 4 h. Potency, µM (doses to about 46.1 µM), inactives show at the highest dose ratio change, negative = lower green/red ratio, usual class: inhibitors. hit rate 0.05% among 340,000. AID 493014; active = well fitted inhibition curve with a large enough effect in the signal ratio, with a control signal flat, not every such curve was filed as active; inconclusive = small, poorly fitted or top-dose-only effect, or effect the other way, or a change in a side signal; the % refers to the signal ratio;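 also: potency is read from the fitted curve at half-maximal effect; plate controls were basal doxycycline-induced cells for no effect and cells given 10 µM MG132 for full effect; MG132 reads +100%, hits lower the ratio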
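Concentration-response series (up to 46 uM) were applied to TMD8 dual-reporter cells for 4 h at 37C with doxycycline. Green/red ratio, after filter-overlap correction, defined %Activity; red signal alone was normalised to basal cells and zero luminescence.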
TCR activator: T cell receptor activation; 330,000 tested, under 10 active; primary human leukocytes, anti-CD3, IL-2 HTRF, 48 h; Potency, µM (series often up to 9.22 µM), for inactives: at the top dose activation of IL-2 secretion, actives largely listed as activators; also: % of control where 0% means no effect
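Using a-CD3 beads without co-stimulation, primary human leukocytes were exposed to compounds for 48 hr. An HTRF IL-2 kit measured the cytokine, with europium-to-d2 energy transfer producing emission at 665nm upon 320nm excitation.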
AT treatment: potential ataxia-telangiectasia treatments restoring KAP-1 phosphorylation; hit rate 0.19% among 320,000; […] A-T fibroblasts, KAP-1 phosphorylation AlphaLISA; neocarzinostatin DNA damage 30 min before lysis; Potency, µM (titrated, usually from 57.5 µM), for inactives: at the top dose activation, hits mostly activators; also: potency is read from the fitted curve at half-maximal effect; % of control where 0% means no effect; nearly all actives have a fitted effect of over 45% in size
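ATM-like activity read as KAP-1 phosphorylation via AlphaLISA donor/acceptor antibody pairs after lysis and 6 hr at 25C. Cells were ATM-null patient fibroblasts ([…], hTERT), dosed 60 min, then exposed to the DSB inducer NCS for 30 min.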
Giardia killer: Giardia lamblia killing; hit rate 0.15% among 340,000; Giardia lamblia trophozoite viability; activity change, % at 7.66 µM, hits read low; in the data active = activity change below about -80%; inconclusive = between about -30% and that limit;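 also: parasites exposed to compound for two days anaerobically before the ATP read; % is scaled to controls: 0 for no effect and ±100 for the full control effect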
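Trophozoites 100 cells/well + cpd; 48 hrs, 37 deg C, anaerobic. ATPLite 1-Step added, 15-30 min RT, luminescence read (ATP-based viability).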
An asterisk follows results filed as active; ? = inconclusive; · = not tested or not shown; [ ] = another dose, or the depositor's remark. Unless noted, calls follow the shape of the dose curve; as a rule, active = well fitted curve in the direction sought with a large enough effect; inconclusive = small, poorly fitted or top-dose-only effect, or another doubt; inactive = no such curve, though single readings can be large; an effect the other way counts as inactive or inconclusive. The order is random. About 1.6% of those tested had a hit in this group.

SMILES	FBPA coupling cs	TSHR antag	GALK inh	MLL CXXC-DNA inh	KCNH2 WT inh	Tb PFK inh	BCR signal inh	TCR activator	AT treatment	Giardia killer
CCOc1ccc(N2CC(NS(=O)(=O)c3cccnc3)CC2=O)cc1 (configuration not stated)	·	-6.6	·	·	1.9	5.4%	?	0.8%	13.0%	-11.8
COc1cc(OC)cc(C(=O)Nn2c(C)nc3ccccc3c2=O)c1	2.3	-10.8	10.2%	-1.5%	-10.6	15.2%	3.3%	2.7%	1.7%	-23.8
Cc1ccc(NC(=O)[C@H](NC(=O)[C@@H]2Cc3ccccc3CN2)c2ccccc2)c(C)c1	·	12.6	0.9%	14.0%	8.8	-2.0%	?	1.2%	-3.0%	-15.9
CCOc1ccc(-c2nc(N)ncc2Oc2cccc(OC)c2)c(O)c1	-15.7	27.7	0.0%	-4.9%	-11.3	1.7%	?	-2.6%	-1.5%	-9.1
Cc1cc(C(=O)CCl)c(C)n1CC1COc2ccccc2O1 (configuration not stated)	1.4	-9.4	-3.4%	-3.3%	-2.7	-4.1%	?	-4.1%	3.1%	-4.0
CN(CC(=O)Nc1ccccc1C(F)(F)F)C(=O)C1=COCCO1	·	-7.4	·	·	2.3	4.7%	1.3%	0.3%	5.4%	-6.6
Cc1cc(=O)[nH]c(N/N=C2/CCCC/C2=C\c2ccccc2)n1	-7.9	-0.4	8.6%	19.1%	8.4	0.5%	4.4%	-0.1%	-8.9%	18.3
O=C(CN(Cc1cccs1)C(=O)CNS(=O)(=O)c1ccccc1)NC1CCCC1	1.2	3.8	11.0%	0.0%	-1.4	0.0%	0.7%	-1.9%	0.1%	-3.0
CCCCOc1cccc(C2/C(=C(/O)c3ccc4c(c3)CC(C)O4)C(=O)C(=O)N2CCN2CCOCC2)c1 (configuration not stated)	11.3	8.9	2.6%	1.0%	-7.1	1.1%	-7.8%	-5.9%	10.5%	-23.8
Cc1cccc(-n2nnc(C(=O)NC3CCCc4ccccc43)c2N)c1 (configuration not stated)	-8.4	-21.0	-0.5%	3.0%	0.1	-0.3%	?	-5.7%	4.3%	5.9
CCCCc1oc2c(c(=O)c1C)C(=O)CC(c1ccccc1)C2 (configuration not stated)	0.3	-0.6	1.5%	-13.4%	17.4	0.7%	21.2%	·	·	-2.4
COCCCNc1nc2c(-c3cccc(C)c3)nnn2c2ccc(Cl)cc12	1.9	1.6	1.3%	-7.4%	-86.0*	-11.0%	?	3.0%	-7.6%	15.3
COc1cc(/C=N/Nc2nc(C)nc3c2cnn3-c2ccccc2)ccc1O	-2.8	-15.1	5.0%	?	-5.3	10.1%	5.6%	-10.1%	-2.1%	-16.6
CC(=O)N1c2ccc(S(=O)(=O)NCCC(=O)NC3CCC(C)CC3)cc2CC1C (configuration not stated)	0.0	-2.0	-0.6%	-3.2%	-3.9	-0.3%	1.5%	3.3%	4.5%	9.4
COc1ccc(C(CNC(=O)CNC(=O)c2cccc(Cl)c2)N2CCCC2)cc1 (configuration not stated)	·	46.4	·	·	7.3	-0.2%	-4.9%	5.4%	1.9%	1.2
CC(C)(C)c1[nH]nc2c1C(C1C=CCCC1)C(C#N)=C(N)O2 (configuration not stated)	-0.1	-8.1	1.4%	14.2%	-5.5	-1.2%	?	1.9%	-3.6%	0.2
O=C(NCCCc1ccccc1)C1CC(=O)N(c2ccc3c(c2)OCCO3)C1 (configuration not stated)	0.7	11.9	0.9%	5.1%	7.8	-3.4%	-14.3%	-7.7%[46.1 µM]	-0.6%	0.5
OCC1N=C(c2ccccn2)OC1c1ccccc1 (configuration not stated)	-9.7	0.2	-1.8%	4.3%	6.4	1.6%	1.3%	2.0%	-4.3%	14.5
CC12CCC(=O)N1C(C(=O)NNC(=O)c1ccc(Br)cc1)CS2 (configuration not stated)	·	5.7	·	·	-24.4	4.1%	-0.8%	1.9%	-1.2%	8.4
FC(F)Sc1ccc(-n2cc(-c3ccccc3)[n+]3c2CCC3)cc1	0.1	-9.6	0.0%	16.4%	-4.3	1.0%	-6.1%	-6.2%[46.1 µM]	5.0%	-6.6
Nc1nc(SCC(=O)Nc2ccccc2Sc2ccccc2)n[nH]1	-7.8	5.1	-2.0%	-7.9%	-20.6	0.2%	?	1.6%	0.7%	7.0
Cc1ccccc1NC(=S)N(C)CCc1ccccn1	2.7	-14.6	1.5%	6.0%	-33.6	-0.5%	0.2%	-0.9%[46.1 µM]	2.9%	-2.4
COCCCNc1nc2c(-c3cccc(C)c3)nnn2c2ccccc12	1.8	-7.6	-0.6%	-5.4%	11.3	-2.7%	-18.8%	3.5%	0.3%	-21.5
CCCN1C(=O)c2ccccc2NC1c1ccc(Br)cc1 (configuration not stated)	1.4	-2.6	0.8%	0.7%	4.6	-2.9%	?	-7.1%	5.1%	2.0
COc1ccccc1CNC(=O)CNC(=O)N1CC(=O)Nc2ccccc21	·	?	-5.7%	9.8%	0.1	0.3%	-0.5%	3.4%	12.6%	8.3
SMILES	FBPA coupling cs	TSHR antag	GALK inh	MLL CXXC-DNA inh	KCNH2 WT inh	Tb PFK inh	BCR signal inh	TCR activator	AT treatment	Giardia killer
COc1ccc(CNC(=O)CN2CCC(C(=O)c3ccc(OC)cc3)CC2)cc1	2.3	-4.6	6.2%	-7.2%	19.6	4.4%	-3.4%	-1.7%	-9.8%	-9.0
O=C1NC[C@@H](Cc2ccc(O)cc2)N(CCc2cccc(F)c2)C1=O	7.8	6.0	-0.7%	-20.8%	-0.8	-1.3%	1.1%	-1.4%	?	4.0
COc1cccc(C(=O)NNC(=O)C(=O)Nc2ccc(C)c(Cl)c2)c1	-2.0	-3.4	-4.2%	2.7%	-18.9	0.2%	?	-0.8%	-7.2%	-3.8
Cc1ccc(C)c(NC(=O)CN(C)C(=O)c2ccccc2OCc2ccccc2Cl)c1	·	12.5	·	·	-1.4	-6.4%	?	-2.1%	-2.4%	-0.9
NS(=O)(=O)c1ccc(NNC(=O)c2ccccc2C(=O)O)cc1	-16.1	15.4	-2.4%	0.1%	-2.2	-5.4%	0.4%	3.4%	-6.9%	1.8
CC(C)c1ccc(NC(=O)COC(=O)c2ccc(CN3CCCC3=O)cc2)cc1	·	-5.6	·	·	11.7	21.1%	-1.3%	-2.6%	-0.4%	-11.7
OCCNC(=S)Nc1cc(Cl)cc(Cl)c1	1.5	19.1	0.2%	1.6%	-8.2	-2.6%	2.8%	-2.9%	3.6%	8.5
O=C(CN1C(=O)C2CCCCC2C1=O)Nc1nc(-c2ccc(F)cc2)cs1 (configuration not stated)	·	0.3	·	·	1.9	6.7%	?	-4.4%	-0.2%	8.5
Cc1ccc(S(=O)(=O)N2CCCC(C)C2)cc1 (configuration not stated)	-2.8	8.9	-0.9%	3.5%	-4.7	1.3%	-6.2%	-0.9%	3.3%	-2.0
CCCCNCC1C(Oc2ccc(Cl)cc2)C(=O)N1c1ccccc1C (configuration not stated)	-2.5	0.6	6.7%	4.9%	4.6	9.6%	?	12.3%	0.3%	25.4
COc1ccc(-c2nnc(SC)n2C)cc1	-0.3	9.9	3.5%	-8.8%	3.2	1.1%	?	-0.3%	-4.6%	-18.1
CCOC(=O)c1c(C)[nH]c(C(=O)N/N=C/c2ccc(OC)c(OC)c2)c1C	·	-8.6	-3.9%	-0.8%	-8.7	6.1%	?	0.9%	8.0%	?
COC(=O)C1=C(N)OC2=C(C(=O)CC(C)(C)C2)C1c1cccs1 (configuration not stated)	0.8	0.0	18.0%	4.7%	-1.1	20.5%	7.3%	-2.5%	-0.8%	16.0
CCn1cc(/C=C(\NC(=O)c2ccc(OC)c(OC)c2)C(=O)NCCN2CCOCC2)c2ccccc21	-13.0	-3.7	5.1%	16.0%	3.6	-0.6%	-8.5%	4.6%	0.3%	-11.2
NS(=O)(=O)c1ccc(CNC(=O)c2cnccn2)cc1	0.2	1.4	-0.9%	-6.1%	6.4	1.0%	2.3%	4.1%	18.2%	-28.1
Cn1c2ccccc2c2c(C(=O)NCC3CCCO3)cn(C3CCCC3)c(=O)c21 (configuration not stated)	-4.5	-9.4	-0.6%	1.1%	5.9	0.0%	?	-2.8%	32.0%	8.5
CC1=C(C(N)=O)C(c2cccs2)NC(=O)N1 (configuration not stated)	0.5	4.4	4.2%	-18.2%	0.0	0.3%	-11.3%	6.1%	3.4%	4.7
Cc1cc2n(n1)SC(Nc1cccc3ccccc13)N2 (configuration not stated)	-7.3	9.2	-1.8%	6.1%	-11.5	-2.5%	?	-9.0%[46.1 µM]	·	-3.9
